Gli-Sufu block: blocks Gli-Sufu signaling in a luciferase reporter; AID 588413; actives 0.74% (n = 340,000); Sufu-KO-LIGHT fibroblasts, Gli luciferase reporter luminescence; inhibition, % at 5 µM;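 active means inhibition above about 55%, limit read from the data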;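 further: 0% = DMSO-treated cells and 100% = wells with medium but no cells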
MPTP block: inhibitors of mitochondrial permeability transition pore; inhibition, % at 10 µM; isolated mouse mitochondria, Ca2+ swelling absorbance, 30 min; actives 1.4% (n = 360,000);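 active means inhibition of 50% or more, scaled per plate between neutral and stimulator controls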;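 further: 0% = DMSO wells given calcium and 100% = 1 mM EGTA wells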
GRIN3A LBD mod: modulates the human NR3A ligand-binding domain. NR3A LBD differential scanning fluorimetry, Tm shift; 0% = protein alone, 100% = glycine-bound protein. Tm shift relative to glycine control, % at 25 µM. actives 2.5% (n = 340,000);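 active means melting temperature shift of at least 10% of the positive control shift, at one fixed dose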
A3G deaminase: APOBEC3G (human) deaminase inhibition. Q9HC16. recombinant A3G, ssDNA deamination FAM/TAMRA fluorescence. inhibition, % at 20 µM. actives 0.28% (n = 330,000);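 active means inhibition of at least 40% at 20 µM, with no more than 30% in the related APOBEC3A deaminase screen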;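 further: plate controls were DMSO wells with A3G for no effect and wells lacking A3G enzyme for full effect; some compounds called inactive have numbers as strong as hits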
Target sequence (Q9HC16 whole entry, looked up): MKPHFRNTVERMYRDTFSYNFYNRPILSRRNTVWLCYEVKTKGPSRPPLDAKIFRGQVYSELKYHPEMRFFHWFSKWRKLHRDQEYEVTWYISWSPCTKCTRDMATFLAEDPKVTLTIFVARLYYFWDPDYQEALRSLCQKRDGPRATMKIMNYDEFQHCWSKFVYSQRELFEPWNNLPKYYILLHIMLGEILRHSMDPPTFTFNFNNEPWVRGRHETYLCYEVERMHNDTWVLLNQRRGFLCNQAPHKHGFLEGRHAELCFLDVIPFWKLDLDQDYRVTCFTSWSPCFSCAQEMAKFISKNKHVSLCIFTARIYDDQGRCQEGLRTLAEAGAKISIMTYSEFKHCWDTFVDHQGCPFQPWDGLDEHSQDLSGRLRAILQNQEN
CXCR6 inh: inhibitors of human CXCR6 receptor; CHO-K1 PathHunter CXCR6 beta-arrestin, luminescence; inhibition, % at 20 µM; actives 0.36% (n = 360,000); in the data active means inhibition above about 34%, passing the limit was not always enough;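 further: antagonist mode with CXCL16 agonist at 10 nM final; 0% = 10 nM CXCL16 with DMSO and 100% = unstimulated wells without agonist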
A3A deaminase: human APOBEC3A DNA deaminase inhibition | P31941 | AID 493011 | recombinant A3A, FAM/TAMRA ssDNA deamination fluorescence | actives 0.41% (n = 330,000) | inhibition, % at 20 µM;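 active means at least 40% inhibition at 20 µM here, with at most 30% in a related deaminase screen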;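 further: plate controls were A3A with DMSO for no effect and wells lacking A3A enzyme for full effect; some results filed as inactive read as strong as hits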
Target sequence (P31941 whole entry, looked up): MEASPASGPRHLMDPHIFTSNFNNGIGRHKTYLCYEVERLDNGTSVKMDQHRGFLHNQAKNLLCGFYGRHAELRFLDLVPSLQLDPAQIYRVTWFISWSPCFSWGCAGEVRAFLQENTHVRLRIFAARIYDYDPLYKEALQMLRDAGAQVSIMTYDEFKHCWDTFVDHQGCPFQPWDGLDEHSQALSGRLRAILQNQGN
CCR6 antag: antagonists of human CCR6 receptor; CHO-K1 CCR6 PathHunter beta-arrestin, luminescence, CCL20-stimulated; inhibition, % at 20 µM; actives 0.49% (n = 340,000); AID 493098;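 active means compounds whose inhibition of the agonist-driven luminescence signal at 20 µM reaches about 50%, limit read from the data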;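 further: cells stimulated with CCL20 at 14 nM final; plate controls were DMSO with CCL20 for no effect and DMSO without agonist for full effect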
EBI2 block: antagonists of human EBI2 receptor. P32249. EBI2 beta-arrestin recruitment, luminescence, 7a,25-OHC stimulated. inhibition, % at 5 µM. actives 0.81% (n = 360,000); in the data active means inhibition above about 38%;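 further: enzyme fragment complementation signal reports receptor beta-arrestin coupling in cells; 0% = agonist plus DMSO wells and 100% = wells without agonist; some results beyond the cut were filed as inactive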
Target sequence (P32249 whole entry, looked up, the tested form may be a part): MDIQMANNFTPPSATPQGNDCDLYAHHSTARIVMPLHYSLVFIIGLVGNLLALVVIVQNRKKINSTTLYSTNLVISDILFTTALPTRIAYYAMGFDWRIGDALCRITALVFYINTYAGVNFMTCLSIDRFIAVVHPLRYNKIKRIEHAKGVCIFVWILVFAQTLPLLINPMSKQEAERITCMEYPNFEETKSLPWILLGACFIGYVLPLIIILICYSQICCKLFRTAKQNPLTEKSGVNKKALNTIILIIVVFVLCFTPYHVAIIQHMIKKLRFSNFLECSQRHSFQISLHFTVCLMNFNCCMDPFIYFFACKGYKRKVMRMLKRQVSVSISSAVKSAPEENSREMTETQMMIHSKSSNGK
Starred values were filed as active, the others as inactive; . = no result given. This is a random part of the collection (roughly 5.8% active in at least one column).

SMILES	Gli-Sufu block	MPTP block	GRIN3A LBD mod	A3G deaminase	CXCR6 inh	A3A deaminase	CCR6 antag	EBI2 block
CC(Sc1nnnn1C)C(=O)Nc1nc(-c2ccc(F)c(F)c2)cs1 (centres undefined)	-6.5	0.2	-1.5	-3.5	-9.3	2.0	7.0	6.2
COc1ccc(OC)c(CCNC(=O)CCC(=O)N2CCOc3ccc(C)cc32)c1	4.7	-1.0	-2.5	-0.8	1.6	1.9	-0.9	6.2
CCOC(=O)N1CCN(C(=O)CNC(=O)C23CC4CC(CC(C4)C2)C3)CC1	-3.0	-1.1	-4.7	-4.4	1.9	-2.4	6.4	-4.0
CC(=O)C1(C)N(O)C(C)(C)C(c2ccco2)=[N+]1[O-] (centres undefined)	-1.9	0.6	-0.5	-0.6	-6.3	0.4	10.0	-6.5
CC(C)c1ccccc1	13.2	-1.5	1.6	-10.3	2.5	-5.1	4.0	-3.0
NC(=O)c1c(NC(=O)c2ccccc2)sc2c1CCC2	-94.9	-0.6	-4.0	0.4	12.5	5.6	9.3	8.1
COc1ccc(S(=O)(=O)N2CCN(Cc3ccccc3[N+](=O)[O-])CC2)cc1	7.4	16.6	0.5	-5.0	2.0	-1.9	8.4	-14.8
Cc1ccc(NC(=O)Cc2nc(COC(=O)Cc3cccc(C(F)(F)F)c3)cs2)cc1	-7.7	0.1	-0.1	-0.2	-5.1	5.1	16.6	-9.9
CC1CCCN(CCCOc2ccc([N+](=O)[O-])cc2)C1 (centres undefined)	11.7	-1.1	0.5	-1.0	9.6	-3.3	-13.2	9.8
COc1ccc(/C=C/C(=O)N[C@H](C(=O)O)C(C)C)cc1	-2.8	-4.0	-1.5	-11.4	6.7	1.3	-6.5	2.1
CCc1nn2c(=O)cc(COc3ccc(/C=C4\C(=N)N5N=C(C)SC5=NC4=O)cc3)nc2s1	-6.4	1.1	-2.5	8.8	0.3	8.4	31.3	4.5
Cc1cccc2cc(COC(=O)c3cccs3)c(=O)[nH]c12	-1.7	13.3	-0.7	2.0	3.4	3.7	4.6	-10.1
COc1ccc(C(=O)NCC(c2ccco2)N2CCCCC2)cc1S(=O)(=O)Nc1ccc(C)cc1 (centres undefined)	1.5	0.4	-3.5	.	28.0	.	20.4	8.2
Cc1ccc(NC(=O)CSc2nc(O)cc(=O)n2-c2ccc(C)cc2)cc1	0.6	-1.0	-4.4	0.3	8.1	-0.6	5.1	0.6
Cc1cccc(NC(=O)c2sc(NC(=O)COc3ccccc3)c(C#N)c2C)c1C	-4.9	21.6	9.2	-6.0	-5.6	-2.1	0.5	1.7

An excerpt from above in order of heavy-atom count, highest first:
SMILES	Gli-Sufu block	MPTP block	GRIN3A LBD mod	A3G deaminase	CXCR6 inh	A3A deaminase	CCR6 antag	EBI2 block
COc1ccc(C(=O)NCC(c2ccco2)N2CCCCC2)cc1S(=O)(=O)Nc1ccc(C)cc1 (centres undefined)	1.5	0.4	-3.5	.	28.0	.	20.4	8.2
Cc1ccc(NC(=O)Cc2nc(COC(=O)Cc3cccc(C(F)(F)F)c3)cs2)cc1	-7.7	0.1	-0.1	-0.2	-5.1	5.1	16.6	-9.9
Cc1ccc(NC(=O)CSc2nc(O)cc(=O)n2-c2ccc(C)cc2)cc1	0.6	-1.0	-4.4	0.3	8.1	-0.6	5.1	0.6
CC(=O)C1(C)N(O)C(C)(C)C(c2ccco2)=[N+]1[O-] (centres undefined)	-1.9	0.6	-0.5	-0.6	-6.3	0.4	10.0	-6.5

The list goes on:
SMILES	Gli-Sufu block	MPTP block	GRIN3A LBD mod	A3G deaminase	CXCR6 inh	A3A deaminase	CCR6 antag	EBI2 block
CCOC(=O)CC(NC(=O)CCS(=O)(=O)c1ccc2c(c1)n(C)c(=O)c(=O)n2C)c1ccc(C)cc1 (centres undefined)	-2.9	-2.0	1.5	-1.6	-4.6	-2.3	-1.6	-12.2
Cc1cc(C)nc(Nc2cccc3ccccc23)n1	-1.0	-0.3	0.1	-3.9	-8.7	-10.6	1.9	-6.4
Nc1nnc(CC(=O)N/N=C/c2ccc(-c3ccccc3)o2)s1	-17.3	1.9	-4.9	-7.9	1.4	-3.1	12.0	4.6
Cc1ccc(CSCCNS(=O)(=O)c2ccccc2)cc1	4.4	1.4	-2.8	-10.2	-1.1	-4.6	10.2	6.3
Nc1ccc2c(O)cc(S(=O)(=O)O)cc2c1	3.2	-1.0	3.4	.	-2.1	.	-8.7	-7.2
COc1ccc(NC(=O)CNc2cc(C)ccc2C)cc1S(=O)(=O)N1CCOCC1	-6.1	0.5	-0.3	-8.1	-4.7	-4.4	2.0	-5.5
CCOC(=O)Cc1csc(NC(=O)/C=C\c2ccccc2Cl)n1	-21.8	-2.1	-12.1	-5.6	3.8	-4.0	26.3	5.7
O=C(c1ccccc1F)N1CCN(c2ccccc2)CC1	-3.6	-0.2	0.9	-0.2	2.1	2.9	-19.7	-0.3
Cc1csc(CN(C)C(=O)CC2C(=O)NCCN2Cc2ccc(Cl)c(F)c2)n1 (centres undefined)	-17.8	-1.0	-1.6	6.0	-1.1	-1.5	-20.0	-8.6
CN(C)CCNC(=O)c1ccc(Cl)s1	4.2	-0.4	6.4	-2.5	9.4	-2.1	-0.8	-17.0
O=C(C1=C[C@@H](c2ccc(C(F)(F)F)cc2)C[C@@H](OCc2ccc(CO)cc2)O1)N1CCN(Cc2ccccc2)CC1	24.9	-2.3	-10.2	0.1	5.1	3.2	12.8	22.2
CN(c1ccc(C(=O)Nc2ccc3c(c2)OCCO3)cc1)S(C)(=O)=O	-64.0	-0.9	-1.5	-6.0	2.3	-4.4	5.9	12.1
COC(=O)c1c(NC(NC(=O)CC(C)C)C(Cl)(Cl)Cl)sc2c1CCC2 (centres undefined)	2.1	6.9	-1.8	-6.0	-2.2	-5.2	1.8	64.2*
O=C(CSCc1c(Cl)cccc1Cl)NCc1ccco1	-3.3	2.7	-0.1	-2.3	-3.7	-10.3	9.6	6.0
CN(c1ccccc1)S(=O)(=O)c1ccc(C(=O)OCC(=O)NCc2cccs2)cc1	6.5	0.9	-0.8	-8.6	-1.0	-2.2	-2.3	10.1
COC(=O)COc1cccc2c(=O)n(CC(=O)N3CCCc4ccccc43)ccc12	-8.4	-0.7	-2.5	-3.9	-3.3	-5.1	9.2	1.2
CC1CCN(C(=O)C2CCC(CNc3c(N4CCCCC4)c(=O)c3=O)CC2)CC1 (centres undefined)	5.1	-0.5	1.6	-6.3	-3.0	-1.1	1.2	0.0
NCc1ccccc1COc1ccccc1	5.3	0.4	3.0	2.9	2.3	6.1	1.2	-24.6
Oc1ccccc1/C=N/Nc1ncc(Br)cn1	18.0	-3.1	-6.3	.	-14.9	.	-0.3	1.1
N/C(=N\O)c1ccc(NC(=O)c2cccs2)cc1	-51.0	-0.9	-16.1	-3.2	-5.5	-1.8	1.0	-19.2
Cc1coc2cc3oc(=O)c(CCC(=O)NCCCn4ccnc4)c(C)c3cc12	0.2	2.0	-1.8	-6.9	-4.6	-4.5	-3.6	2.7
CCN(CC)C(NC(=O)Cc1ccccc1)C(Cl)(Cl)Cl (centres undefined)	-5.1	-0.8	-0.3	-3.3	0.3	-2.2	5.8	3.9
Cc1cccc2cc(CNC3CCCC3)c(Cl)nc12	17.2	1.8	1.1	-4.3	7.9	-0.1	-17.5	1.4
CCN(CC(=O)Nc1ccccc1C(F)(F)F)C(=O)CN1C(=O)NC2(CCCCC2)C1=O	-4.3	-0.3	-0.4	-6.2	-7.0	-1.3	-2.7	4.9
O=C(COc1nc2ccccc2nc1N1CCOCC1)N1CCc2ccccc21	9.1	0.3	-0.1	.	-3.5	.	2.0	-0.8
CN(CC(=O)Nc1ccccc1C(F)(F)F)C(=O)c1cccc(-n2cccc2)c1	-3.6	-0.3	0.2	2.8	10.6	3.0	15.2	0.3
O=S(=O)(c1ccc(Cl)cc1)c1ccccn1	-6.8	-0.6	0.5	-7.7	-3.6	-3.9	2.2	1.3
O=C(OCCCc1cc2ccccc2c(=O)o1)c1ccc(F)cc1	-19.3	-0.1	1.1	-3.9	1.8	2.0	11.2	-3.1
CC(C)(C)S(=O)N1Cc2cc(=O)n(Cc3ccccc3)c(CCO)c2[C@H]1CCO (some centres undefined)	-53.6	-0.3	-0.7	.	-2.7	.	-4.4	-7.8
O=C(N/N=C/C=C/c1cccc([N+](=O)[O-])c1)C(O)c1ccccc1 (centres undefined)	-11.0	0.8	-2.2	-16.9	0.0	-3.9	13.3	10.5
CCc1nc2ccccc2c(C(=O)OCC(=O)NC(=O)c2cccn2C)c1C	3.8	2.4	-0.8	-6.3	0.4	-5.9	3.3	3.2
CCC1Oc2ccc(C)cc2N(CC(=O)NCCCN2CCCC2)C1=O (centres undefined)	-10.3	0.6	-2.0	1.1	1.3	-0.6	7.7	-8.4
O=c1c(-c2ccccc2)nnc2sc(COc3ccc(Br)cc3)nn12	-5.6	0.9	1.4	-5.4	-9.0	-5.1	-1.1	-1.2
CCc1c(C)[nH]n(CCC#N)c1=O	3.4	1.7	-1.7	3.1	-10.7	1.1	-7.3	-5.8
O=C(NCCCCc1ccccc1)C1CC(c2cccc(F)c2)=NO1 (centres undefined)	-23.0	0.7	-2.3	2.2	-1.4	2.7	9.1	-25.4
COC(=O)c1c(C)[nH]c(C(=O)C(C)OC(=O)c2c(C)noc2C)c1C (centres undefined)	-1.8	-0.4	-0.2	3.0	1.3	-3.5	6.1	-3.0
CCCN1CN(c2ccccc2)C(=S)N(c2ccccc2)C1	1.9	2.1	1.4	-4.4	-9.9	-2.6	10.6	4.4
Cc1ccc(CN2CCN(/N=C/c3ccc(C(=O)O)cc3)CC2)c(C)c1	11.2	-0.7	-0.5	-3.3	2.2	-0.2	6.4	-15.6
O=c1[nH]c(C2CCN(S(=O)(=O)c3ccc4c(c3)OCCO4)CC2)nc2c1nnn2Cc1ccc(F)cc1	-20.4	-0.3	-2.1	-6.2	0.1	1.1	-4.1	22.8
CCOC(=O)Cn1c(CN(Cc2ccccc2)Cc2ccccc2)nc2c1c(=O)n(C)c(=O)n2C	.	4.7	-3.6	-5.0	1.7	-2.2	4.7	17.3
Cc1ccc(N2C(=O)C3C4C=CC(C4)C3C2=O)cc1C (centres undefined)	-0.3	0.1	-1.6	1.1	6.9	5.7	1.6	-3.2
O=C(CCCn1c(=O)[nH]c2cc(Cl)ccc2c1=O)NCC1CCCO1 (centres undefined)	-0.5	-1.0	-1.0	-8.9	-7.4	-1.2	-4.1	-0.5
Cc1ccc(S(=O)(=O)NCCC(=O)NCc2ccco2)cc1	0.2	0.1	-1.3	-6.1	-8.3	-0.3	14.4	-14.2
OC1CCN(c2ncnc3c2nnn3Cc2c(F)cccc2Cl)CC1	-9.0	-0.4	0.2	-7.1	-5.8	-6.7	1.0	-3.7
O=C(COC(=O)/C=C/c1cccc(Br)c1)NCCc1ccccc1	-3.2	-0.4	-1.1	-2.2	2.0	1.4	5.9	8.1
COc1ccc(CNC(=O)COC(=O)c2ccc(S(=O)(=O)NCc3ccco3)cc2)cc1	-2.7	-0.8	0.3	-1.1	-0.9	23.1	4.1	-1.5
CN(Cc1ccncc1)C1CC(=O)N(c2ccc(Cl)cc2)C1=O (centres undefined)	-6.2	-0.7	-0.5	-7.6	-1.9	-4.8	-8.3	1.0
Cc1onc(-c2ccccc2)c1C(=O)Nc1ccc(Cl)cn1	42.0	-1.2	0.5	-9.9	2.4	-2.1	15.5	-2.0
CC(=O)Nc1ccc(C(=O)COC(=O)CCN2C(=O)C3CC=CCC3C2=O)cc1 (centres undefined)	3.1	-0.7	-1.7	-5.7	-3.5	0.5	0.5	-11.3
O=C(CSc1nnc(Cc2ccccc2)n1-c1ccccc1)NNC(=O)Cc1ccccc1	0.6	-0.4	-1.9	2.4	-3.4	4.4	-0.9	6.9
COc1cc2c(cc1OC)C(COc1ccc([N+](=O)[O-])cc1)NCC2 (centres undefined)	19.1	-1.3	4.3	-3.1	-0.4	-3.5	11.1	0.1
Cc1cc(C)cc(C(=O)N[C@@H](C)C(=O)N2CCC3(CC2)NCCc2[nH]cnc23)c1	42.6	-1.4	0.7	-7.1	5.8	-5.5	5.0	3.0
